PfHsp90 set2: inhibits growth of yeast expressing Plasmodium falciparum Hsp90; inhibition, % at 9.4 µM; actives 0.32% (n = 310,000); S. cerevisiae expressing PfHsp90, BacTiter-Glo ATP, 48 h; yeast lacking PDR1 and PDR3 efflux regulators; AID 504621;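 active = every replicate shows inhibition above about 80%, whatever the replicate mean, limit read from the data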;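 note: 0% = DMSO neutral controls and 100% = 20 µM radicicol positive controls; yeast relying on Plasmodium falciparum Hsp90 in place of its own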
Tat export inh: E. coli Tat transport inhibition; actives 0.036% (n = 340,000); E. coli MC4100 TorA-mCherry Tat export, fluorescence; inhibition, % at 10 µM;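 active = mean replicate inhibition at least 50% and at least half of replicates individually reaching 50%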;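 note: exported cargo escapes ClpAP degradation while cytoplasmic cargo is degraded and loses fluorescence; 0% = median of neutral control wells and 100% = median of NaSCN control wells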
E coli growth: reduces bacterial viability in AddAB counter-screen. actives 0.27% (n = 330,000). inhibition, % at 11.9 µM. AID 449728. E. coli V3065 growth, OD600 absorbance, 18 h;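 active = inhibition above the campaign's mean inhibition across all tested compounds plus 3 SD, cut at about 9.9% in these data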;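 note: uninfected addAB+ strain grown without phage in ampicillin broth; 0% = DMSO wells and 100% = ciprofloxacin 0.95 µg/ml wells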
DAGLB inh: blocks human DAGLB lipase activity | HEK293T DAGLB membrane lysate, EnzChek fluorogenic substrate | inhibition, % at 5.17 µM | Q8NCG7 | actives 0.059% (n = 340,000); in the data active = inhibition above about 34%;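 note: 0% = enzyme with vehicle and 100% = wells lacking enzyme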
Target sequence (Q8NCG7 whole entry, looked up): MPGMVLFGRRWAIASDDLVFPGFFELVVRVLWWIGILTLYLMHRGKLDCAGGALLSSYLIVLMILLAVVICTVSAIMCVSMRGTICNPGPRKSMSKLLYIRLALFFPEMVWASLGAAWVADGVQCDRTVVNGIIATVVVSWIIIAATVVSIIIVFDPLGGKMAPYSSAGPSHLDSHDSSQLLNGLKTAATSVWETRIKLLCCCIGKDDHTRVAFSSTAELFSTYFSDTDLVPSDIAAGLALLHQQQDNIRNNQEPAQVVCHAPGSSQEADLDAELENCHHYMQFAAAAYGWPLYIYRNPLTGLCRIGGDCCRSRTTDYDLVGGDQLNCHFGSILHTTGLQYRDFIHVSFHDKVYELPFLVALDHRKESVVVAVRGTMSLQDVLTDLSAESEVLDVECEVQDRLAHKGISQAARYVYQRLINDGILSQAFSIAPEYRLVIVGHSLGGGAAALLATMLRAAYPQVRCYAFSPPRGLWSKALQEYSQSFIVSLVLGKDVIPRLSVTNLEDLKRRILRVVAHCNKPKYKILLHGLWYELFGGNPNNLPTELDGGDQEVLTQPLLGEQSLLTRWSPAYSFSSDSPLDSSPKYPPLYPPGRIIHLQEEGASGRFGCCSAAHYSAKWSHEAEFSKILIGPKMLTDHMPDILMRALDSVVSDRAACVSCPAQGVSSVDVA
phage Ecoli inh: E. coli growth loss with phage present. AID 651602. growth absorbance. actives 0.26% (n = 360,000). inhibition, % at 11.9 µM; in the data active = inhibition above about 11%
PvdQ acylase: blocks Pseudomonas aeruginosa PvdQ acylase activity; actives 0.063% (n = 340,000); purified PvdQ acylase, fluorescence plate reader; inhibition, % at 10 µM; in the data active = inhibition above about 30%, passing the limit was not always enough;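 note: 0% = vehicle neutral wells and 100% = reference inhibitor wells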
Rtt109 Vps75: blocks Candida albicans Rtt109/Vps75 acetyltransferase activity | Q5AAJ8 | purified Rtt109/Vps75, ThioGlo CoA-SH fluorescence, 4 h | inhibition, % at 34.9 µM | actives 0.16% (n = 330,000);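 active = inhibition of at least 50% in every replicate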
Target sequence (Q5AAJ8 whole entry, looked up): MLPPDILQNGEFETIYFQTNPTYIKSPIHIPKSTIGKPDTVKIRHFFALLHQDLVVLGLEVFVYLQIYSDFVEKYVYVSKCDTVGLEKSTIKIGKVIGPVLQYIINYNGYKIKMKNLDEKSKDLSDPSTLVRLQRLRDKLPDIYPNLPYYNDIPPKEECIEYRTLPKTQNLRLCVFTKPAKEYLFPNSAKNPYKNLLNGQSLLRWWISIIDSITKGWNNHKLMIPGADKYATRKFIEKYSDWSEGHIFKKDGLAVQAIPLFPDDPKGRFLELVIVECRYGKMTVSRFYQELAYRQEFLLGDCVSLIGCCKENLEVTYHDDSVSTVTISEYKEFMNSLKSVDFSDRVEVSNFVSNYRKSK
Wnt bcat act: activators of Wnt/beta-catenin signaling. Wnt/beta-catenin reporter cell assay, activator, plate reader. activation, % at 9.35 µM. actives 1.2% (n = 300,000). AID 743398; in the data active = activation above about 30%, passing the limit was not always enough;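 note: 0% = neutral control wells and 100% = positive control wells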
AddAB inh: less growth of phage-infected E. coli with AddAB. E. coli expressing H. pylori AddAB, absorbance growth. inhibition, % at 11.9 µM. actives 0.29% (n = 330,000); in the data active = inhibition above about 12%;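 note: 0% = vehicle wells of infected cells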
CAL PDZ inh: inhibitors of human CAL PDZ peptide binding. Q9HD26. purified CAL PDZ, TMR-peptide fluorescence polarization, 1 h. inhibition, % at 20 µM. actives 0.02% (n = 330,000). AID 504414;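 active = highest replicate inhibition of at least 40%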;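 note: plate controls were DMSO neutral control wells for no effect and unlabeled competitor peptide control wells for full effect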
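material = purified tagged CAL PDZ domain construct (CerCALP) | buffer or medium = sodium phosphate/NaCl buffer pH 7.4 with TCEP, IgG, Thesit | reagent = TMR-labelled reporter peptide T*-PRC34 bound in PDZ groove | incubation = 1 h room-temperature incubation prior to read | measured by = fluorescence polarization (mP) | evaluation = percent inhibition from loss of millipolarization | control set = unlabelled peptide and DMSO controls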
Starred values were filed as active, the others as inactive; · = not tested or not shown.

SMILES | PfHsp90 set2 | Tat export inh | E coli growth | DAGLB inh | phage Ecoli inh | PvdQ acylase | Rtt109 Vps75 | Wnt bcat act | AddAB inh | CAL PDZ inh
Cc1ccc(CN2CC(C(=O)N3CCN(S(=O)(=O)c4cc(C)ccc4C)CC3)CC2=O)cc1 (stereo not drawn) | 13 | -13 | 0.2 | 0 | 2.4 | -11 | 3 | 0 | 1.5 | 0.4
COc1cccc(NC(=O)CN(C)C(=O)c2cc(-c3cccc(Br)c3)nc3ccccc23)c1 | · | 5 | 4.1 | -5 | 0.5 | -15 | -2 | -4 | 0.1 | -4.2
COc1ccc(NC(=O)CN2C(=O)NC(C)(c3ccccc3)C2=O)c(OC)c1 (stereo not drawn) | -20 | -1 | 1.6 | 0 | 0.1 | -10 | -1 | -5 | 3.0 | -0.1
COc1ccc(C2C(C#N)=C(N)Nc3onc(C(C)(C)C)c32)c(OC)c1 (stereo not drawn) | -71 | -6 | -1.0 | -2 | 2.5 | -1 | 1 | · | 1.1 | -1.1
COc1ccc(CCN(C)S(=O)(=O)c2cn(C)c(=O)n(C)c2=O)cc1OC | 38 | -3 | 0.6 | 1 | 2.9 | -7 | 3 | -5 | 1.3 | 0.4
CC(/C=C/C1[C@H](C)C[C@H](O[C@@H]2O[C@H](CO)[C@@H](O)[C@H](O)[C@H]2O)CC1(C)C)O[C@H]1O[C@H](CO)[C@@H](O)[C@H](O)[C@H]1O (stereo partly drawn) | 0 | 4 | 1.5 | 0 | 2.3 | -4 | 5 | -1 | 1.7 | 1.0
CCC(CC)NC(=O)CO/N=C/c1ccc(Cl)cc1Cl | 15 | 8 | 2.1 | -3 | 2.6 | -2 | 0 | -1 | 1.4 | -0.2
O=C(O)c1ccc(CSc2nnc(-c3ccc(Cl)cc3)o2)cc1 | -54 | -5 | 0.6 | 0 | 2.1 | -10 | -8 | 0 | 1.8 | -0.2
Cc1ccc(C2CC2C(=O)NN)cc1 (stereo not drawn) | 14 | 0 | 0.0 | -1 | 2.1 | -3 | 5 | · | 1.3 | 0.7
O=c1cc(CSc2ccccc2)[nH]c(=S)[nH]1 | -43 | -3 | -2.8 | 2 | -2.8 | -8 | 5 | -9 | -0.9 | -0.7
OCCCCCNc1ncnc2ccccc12 | · | -2 | 0.0 | -2 | 2.1 | -20 | 3 | · | 0.9 | 0.0
c1ccc(-c2ccc(C3=Nn4c(Cn5nnc6ccccc65)nnc4SC3)cc2)cc1 | -19 | -3 | -0.7 | 0 | 0.9 | -12 | 14 | · | 1.4 | -3.8
CC1=CCC2(CO)COC(c3ccccc3O)C1C2 (stereo not drawn) | -15 | 12 | -1.8 | 1 | 2.5 | -7 | 1 | -1 | 0.7 | -3.3
CCCc1cc(C(N)=O)c(NC(=O)C2CCCO2)s1 (stereo not drawn) | -19 | -5 | -0.9 | -2 | 1.5 | -11 | 8 | · | 0.5 | -2.4
COC(=O)CSc1nnc(CNC(=O)c2ccccc2OC)n1-c1ccc(OC)cc1 | 2 | 1 | 1.3 | 3 | · | -10 | -10 | -1 | 0.7 | ·
O=[N+]([O-])c1ccc(Oc2cccnc2)nc1 | -1 | 0 | -0.3 | -1 | 1.1 | -17 | 3 | 0 | -0.9 | -0.5
COc1ccc(C(=O)N[C@H](C(=O)OCn2nnc3ccccc3c2=O)C(C)C)cc1 | · | -2 | · | 3 | 3.2 | -8 | 4 | -4 | · | -0.6
COC(=O)C(Cc1ccc(O)cc1)NC(=O)C1CCN(S(=O)(=O)c2ccc(C)cc2)CC1 (stereo not drawn) | -3 | -1 | -2.5 | 3 | 1.4 | -2 | 2 | 1 | 4.1 | -1.1
COc1cc(C(CCN2CCCC(C)C2)c2c(OC)cc(OC)c3c(-c4ccccc4)cc(=O)oc23)cc(OC)c1OC (stereo not drawn) | -14 | 8 | -2.5 | -3 | · | -8 | 24 | · | 1.1 | -2.9
CCNc1nc(N)nc(Oc2ccc(OCCOc3ccccc3)nn2)n1 | · | -5 | -1.2 | -2 | -2.6 | 0 | -5 | · | 1.6 | 0.1
Cc1ccc(N2CC(C(=O)Nc3nnc(SCC(N)=O)s3)CC2=O)cc1C (stereo not drawn) | 7 | 3 | 0.8 | 2 | 1.0 | 5 | 11 | -4 | 3.9 | -2.0
CCN(CC)S(=O)(=O)c1ccc(Cl)c(NC(=O)c2cc(Cl)cc(Cl)c2)c1 | 9 | -2 | 0.0 | -1 | 2.8 | -19 | 0 | 0 | 1.6 | -5.8
COc1ccc(NC(=O)NS(=O)(=O)c2ccc(C)cc2)c(OC)c1 | -10 | -2 | -0.3 | 2 | 1.8 | -14 | 5 | · | 1.4 | 1.8
CCOC(=O)CC(Nc1nc(N2CCOCC2)nc(N2CCOCC2)n1)c1ccccc1Cl (stereo not drawn) | -22 | 21 | -2.6 | -24 | 3.2 | -4 | -3 | -2 | 2.9 | -1.3
Cc1ccc(COC(=O)c2cc(S(=O)(=O)N3CCCCC3)ccc2N2CCOCC2)cc1 | -11 | -3 | 1.3 | -5 | 0.7 | -4 | -3 | -2 | -0.7 | -2.8
CC(=O)c1c(C)[nH]c(C(=O)CSc2nc3ccccc3n2C)c1C | -18 | 2 | -1.2 | -2 | 3.7 | -11 | -6 | · | 1.3 | 0.5
O=C(CCS(=O)(=O)c1ccc(Br)cc1)NCc1ccc(F)cc1 | -5 | 3 | 1.5 | -1 | -0.9 | 1 | 6 | 0 | 1.4 | -2.3
C(=NN1CCCCCC1)c1ccc2ccccc2n1 | 33 | -12 | · | -3 | 2.1 | -9 | 1 | -23 | · | -0.3
CCOC(=O)CCC(=O)Nc1ccc(S(=O)(=O)Nc2cc(OC)nc(OC)n2)cc1 | -1 | -1 | -0.9 | 0 | 0.1 | 1 | -1 | 1 | 0.5 | -0.3
CN(C)CCN(C(=O)c1ccc2ccccc2c1)c1nc2c(F)cccc2s1 | -2 | 0 | -0.9 | -1 | 4.1 | -13 | 1 | 1 | 0.9 | -4.4

Molecules above that have a Cl atom:
SMILES | PfHsp90 set2 | Tat export inh | E coli growth | DAGLB inh | phage Ecoli inh | PvdQ acylase | Rtt109 Vps75 | Wnt bcat act | AddAB inh | CAL PDZ inh
CCC(CC)NC(=O)CO/N=C/c1ccc(Cl)cc1Cl | 15 | 8 | 2.1 | -3 | 2.6 | -2 | 0 | -1 | 1.4 | -0.2
O=C(O)c1ccc(CSc2nnc(-c3ccc(Cl)cc3)o2)cc1 | -54 | -5 | 0.6 | 0 | 2.1 | -10 | -8 | 0 | 1.8 | -0.2
CCN(CC)S(=O)(=O)c1ccc(Cl)c(NC(=O)c2cc(Cl)cc(Cl)c2)c1 | 9 | -2 | 0.0 | -1 | 2.8 | -19 | 0 | 0 | 1.6 | -5.8
CCOC(=O)CC(Nc1nc(N2CCOCC2)nc(N2CCOCC2)n1)c1ccccc1Cl (stereo not drawn) | -22 | 21 | -2.6 | -24 | 3.2 | -4 | -3 | -2 | 2.9 | -1.3

(more compounds)
SMILES | PfHsp90 set2 | Tat export inh | E coli growth | DAGLB inh | phage Ecoli inh | PvdQ acylase | Rtt109 Vps75 | Wnt bcat act | AddAB inh | CAL PDZ inh
COC(=O)C(CSCc1ccccc1)NC(=O)CSc1nc(C)cc(=O)[nH]1 (stereo not drawn) | -4 | -1 | 2.1 | · | 4.1 | -9 | 1 | 0 | -1.0 | 0.7
Cc1ccc(C(C(=O)NC(C)(C)C)N(CC2CCCO2)C(=O)Cn2nnc(-c3ccc(C)o3)n2)cc1 (stereo not drawn) | -1 | -16 | 2.6 | -2 | -0.2 | 13 | 22 | · | 3.2 | 0.3
COc1ccc(NC(=O)c2c(C)nn(-c3ccccc3)c2Cl)cc1 | 8 | -2 | -0.9 | -1 | -0.9 | -15 | 0 | 5 | -0.3 | 3.9
CCN(C(=O)CN1CCN(c2cccc(Cl)c2)CC1)c1c(N)n(Cc2ccccc2)c(=O)[nH]c1=O | · | 5 | -2.2 | -1 | 1.7 | 5 | 26 | -1 | 1.1 | -0.5
COc1ccc(-n2c(C)nc3c(cnn3-c3ccc(Cl)cc3)c2=O)cc1 | -34 | 6 | 0.0 | -4 | 1.6 | -4 | 3 | -2 | 0.8 | -4.3
Cn1c(Cl)nc2c1c(=O)n(Cc1cccc(Br)c1)c(=O)n2C | · | 4 | 1.1 | -2 | 2.4 | 0 | -7 | · | 2.6 | -3.5
CC1Cc2ccccc2N1C(=O)CCS(=O)(=O)c1ccc2c(c1)NC(=O)CS2 (stereo not drawn) | 27 | -5 | 4.3 | 4 | 0.6 | 18 | -5 | 3 | 4.6 | -2.8
Cc1cc(NC(=O)CN2C(=O)NC(C)(c3ccccc3)C2=O)no1 (stereo not drawn) | -16 | -3 | -1.7 | -3 | 4.4 | -20 | 3 | · | -1.4 | -2.7
Nc1c(Cl)ncnc1NCC(O)CO (stereo not drawn) | 15 | 2 | -0.2 | 0 | 3.2 | -1 | -1 | -3 | 1.3 | -0.4
CCOc1ncccc1C(=O)OCC(=O)Nc1cccc(S(=O)(=O)N2CCCCCC2)c1 | 36 | 8 | 0.9 | -8 | 0.3 | 12 | 19 | -8 | 1.8 | -1.1
COC(=O)c1cc(CSc2ncnc3sccc23)oc1C | -35 | 7 | -1.7 | -7 | 2.7 | -11 | 0 | 2 | 0.6 | -0.5
CCOc1ccc(N/C(N)=N/c2nc(CSc3nnnn3-c3ccccc3)cc(=O)[nH]2)cc1 | 3 | -9 | 4.5 | 2 | 0.5 | -8 | 5 | -4 | 1.5 | -1.0
COc1cccc(CNC(=O)CN(C)S(=O)(=O)c2cccc3cccnc23)c1 | -17 | -9 | 1.2 | -2 | -2.0 | -13 | -15 | 6 | 4.5 | 0.8
CC(NC(=O)c1cccc(F)c1)C1CC2CCC1C2 (stereo not drawn) | 6 | -7 | 2.4 | -6 | 3.7 | -3 | -4 | -1 | 4.9 | -0.8
COc1cc(C(C(=O)Nc2c(C)cccc2C)N(C)C(=O)c2ccc(-n3cnnn3)cc2)ccc1O (stereo not drawn) | 3 | 21 | -1.6 | 2 | 0.5 | 8 | 27 | -2 | -0.2 | -0.1
Cc1ccc(C(C(=O)NCc2ccco2)N(C(=O)Cn2nnc3ccccc32)c2ccccc2)o1 (stereo not drawn) | -6 | -3 | 0.9 | 2 | -0.1 | -11 | -2 | · | 1.2 | -1.6
CCOC(=O)C1CCCN(C(=O)Cc2c(F)cccc2Cl)C1 (stereo not drawn) | 3 | -4 | -0.4 | 0 | -0.2 | 5 | 3 | 0 | -1.3 | -2.8
CN(C)C(=O)c1ccccc1NC(=O)Cc1cccc2ccccc12 | 3 | 11 | -2.1 | 3 | 0.1 | -16 | -2 | 0 | 4.3 | 0.1

Complete entries from above. Order of values: PfHsp90 set2	Tat export inh	E coli growth	DAGLB inh	phage Ecoli inh	PvdQ acylase	Rtt109 Vps75	Wnt bcat act	AddAB inh	CAL PDZ inh
Cc1ccc(C(C(=O)NCc2ccco2)N(C(=O)Cn2nnc3ccccc32)c2ccccc2)o1 (stereo not drawn) is listed as -6	-3	0.9	2	-0.1	-11	-2	·	1.2	-1.6
CCOC(=O)C1CCCN(C(=O)Cc2c(F)cccc2Cl)C1 (stereo not drawn) is listed as 3	-4	-0.4	0	-0.2	5	3	0	-1.3	-2.8
